Assay outcomes as filed in PubChem BioAssay.
NCI-60 one-dose screen, 48 h, at 10 µM unless noted. Numbers give growth in % (100 = growth as untreated, 0 = no growth, -100 = all killed).
EKVX – EKVX NSCLC; 71,000 compounds, 3% hits
MDA-MB-435 – MDA-MB-435 melanoma; 82,000 compounds, 7.8% hits
HOP-92 – HOP-92 NSCLC cells. 71,000 compounds, 6.3% hits
M14 – M14 melanoma | 80,000 compounds, 6.2% hits
RPMI-8226 – RPMI-8226 leukemia cells. 77,000 compounds, 7.5% hits. AID 1794781
A549/ATCC – A549/ATCC NSCLC. 81,000 compounds, 3.7% hits. AID 1794740
CCRF-CEM – CCRF-CEM leukemia; 77,000 compounds, 7% hits; AID 1794778
HOP-62 – HOP-62 NSCLC; 80,000 compounds, 3.9% hits; AID 1794735
Active calls of the source: *; . = not tested or not shown. Rule for the calls: active = growth percent below 10; inactive = the rest.

Every second line gives: EKVX	MDA-MB-435	HOP-92	M14	RPMI-8226	A549/ATCC	CCRF-CEM	HOP-62
- CCOC(=O)C(=O)CC(=O)c1ccccc1
 : 97	106	80	97	98	96	114	95
- O=C(Nc1ccc(NC(=O)c2cc(=O)[nH]c3ccccc23)cc1)Nc1ccc(Cl)c(C(F)(F)F)c1
 : 110	106	106	99	99	103	103	90
- CCOC(=O)c1c(Nc2ccccc2)nn2c(N)c(C#N)c(-c3ccc(Cl)cc3Cl)nc12
 : 86	73	76	89	70	100	77	94
- COc1ccc([C@H]2C(C(=O)c3ccc(O)cc3)C3(N[C@@H]2c2ccccc2)C(=O)Nc2ccccc23)cc1 (stereo partly drawn)
 : 49	78	73	76	52	60	77	80
- CC(=O)C(=Cc1ccc(C=C(C(C)=O)C(C)=O)cc1)C(C)=O
 : 94	7.6*	82	4.9*	2.0*	84	-5.9*	83
- CCOc1cc(/C=C/C(=O)C(C(=O)/C=C/c2ccc(OC(=O)CNc3nc4ccccc4[nH]3)c(OCC)c2)C(=O)CNc2nc3ccccc3[nH]2)ccc1OC(=O)CNc1nc2ccccc2[nH]1
 : -3.5*	-38*	-13*	-6.2*	-74*	7.6*	.	10
- CCCCCCOC(=O)CC1=C(C)/C(=C/c2[nH]c(-c3ccc[nH]3)cc2OC)N=C1C
 : -35*	-82*	-28*	-86*	-52*	-7.0*	-23*	-38*
- C/C=C\[C@]1(O)[C@@]2(O)C(=O)O[C@]13C(=Cc1c(OC)ccc(OC)c1[C@@H]3O)C(=O)C2C (stereo partly drawn)
 : 100	106	87	96	92	73	52	100
- COc1ccc(C(=O)CSc2nnc3n2N=C(c2ccc(OC)cc2)CS3)cc1
 : 100	104	91	112	90	99	100	93
- COc1ccc(-c2c3c(cc4ncn(Cc5ccccc5)c24)COC3=O)cc1
 : 91	100	76	99	86	102	123	78
- Clc1cnc(OCCc2ccncc2)nc1-n1cnc2ccccc21
 : 81	102	92	110	77	92	87	99
- CCCCCCCCCCCC(=O)N(CC)CC
 : 85	96	74	99	99	98	94	96
- N#C/C(=C\c1ccc(Cl)cc1)C(=O)NNc1nc2ccccc2[nH]c1=O
 : 86	99	107	105	.	91	100	99
- CCCCNC(=O)Oc1ccc(/C(=C(/C)Cc2ccc(OC)cc2)c2ccc(OCCN3CCOCC3)cc2)cc1
 : 99	99	79	104	83	77	71	101
- CCOC(=O)C1(c2ccccc2)CCOC1=O (stereo not drawn)
 : 117	112	99	107	103	95	97	99
- CC(C)OC(=O)Nc1cc(Cl)ccc1Cl
 : 108	108	93	102	102	77	95	107
- COc1ccc(-c2cc(-c3ccccc3)nc(SCCCCCC(=O)NO)n2)cc1
 : 68	37	41	52	21	59	14	52
- Cc1ccc(/C=C2\CN(C(=O)C(Cl)Cl)C/C(=C\c3ccc(C)cc3)C2=O)cc1
 : -49*	-75*	-48*	-66*	-19*	2.9*	9.2*	-16*
- COc1ccc(CNC(=O)c2ccc(Nc3ccc(Cl)nn3)cc2)cc1
 : 93	105	96	95	93	85	97	96
- C=CC(=O)NC(=O)Nc1ccccc1Cl
 : 95	82	86	70	21	75	37	90

Other entries:
Every second line gives: EKVX	MDA-MB-435	HOP-92	M14	RPMI-8226	A549/ATCC	CCRF-CEM	HOP-62
- CC(/C=C/C(O)=C1/C(=O)CNC1=O)=C\[C@@H](C)[C@H]1O[C@@]2(C)O[C@H](C(=O)[C@@H]3O[C@@]32C)[C@@H]1C
 : 102	96	84	.	108	105	94	103
- Cc1ccc2nc(-c3ccc(OCC(=O)N=Nc4c(O)[nH]c5ccc(Cl)cc45)cc3)[nH]c2c1
 : 102	101	99	105	88	100	39	95
- CC(C)(CC(C)(N)C(=O)O)OCc1ccccc1 (stereo not drawn)
 : 104	102	92	100	102	88	110	86
- O=C(CSc1nnc(CN2CCN(c3cc4c(cc3F)c(=O)c(C(=O)O)cn4C3CC3)CC2)o1)c1ccccc1
 : 88	99	82	100	85	92	86	80
- COc1ccc(N=CC2CCCCC2=O)c([N+](=O)[O-])c1 (stereo not drawn)
 : 77	89	84	85	83	96	95	116
- CC1(C)CC[C@]2(CO)CC[C@]3(C)C([C@H](O)C[C@@H]4[C@@]5(C)CC[C@H](O)C(C)(C)[C@@H]5CC[C@]43C)[C@@H]2C1 (stereo partly drawn)
 : 100	106	130	101	108	113	100	115
- COC1(CO)CCN(c2nnnn2Cc2ccc(F)c(C)c2)CC1
 : 100	99	97	99	101	106	.	99
- COc1cc2c3c(n(CCCNC4CCCC4)c(=O)c2cc1OC)-c1cc2c(cc1C3=O)OCO2
 : -67*	-50*	103	-89*	-40*	-79*	-14*	-78*
- COc1cc(/C=C2\CN(S(=O)(=O)c3ccccc3)C/C(=C\c3cc(CN4CCCCC4)c(O)c(OC)c3)C2=O)cc(CN2CCCCC2)c1O
 : -36*	-89*	-65*	-75*	-35*	12	-2.6*	104
- CCN1C(=O)N(CC)C2SC(N/N=C/c3ccccc3F)=NC21 (stereo not drawn)
 : .	-53*	8.7*	17	20	27	20	31
- Cc1nn(-c2ccc(Cl)cc2)c(=O)n1CCn1c(C)nc2ccccc21
 : 103	105	92	110	99	110	82	101
- C#CCn1cc(C=C2C(=O)NC(=S)NC2=O)c2cc(Cl)ccc21
 : 67	15	48	44	-15*	98	0.6*	-5.3*
- N=C(N)Oc1ccc(Cl)cc1
 : 98	104	103	106	96	95	89	102
- COc1ccccc1C1(CCC#N)CCCCC1=O (stereo not drawn)
 : 93	102	78	100	106	107	112	94
- Cn1cc2cc(/C=C3\NC(=NC45CC6CC(CC(C6)C4)C5)NC3=O)ccc2n1
 : 69	69	89	102	79	77	80	82
- Cn1cnc2c(SCCO)ncnc21
 : 97	102	92	102	92	90	106	94
- CCOC(=O)CN1CCC(C(=O)OCC)CC1
 : 127	114	92	105	96	103	90	99
- CSc1ncc2[nH]c(C(O)c3ccccc3)nc2n1 (stereo not drawn)
 : 70	98	72	111	74	113	87	99
- Cc1c(C(=O)NCCc2ccccc2)sc2ncc(-c3ccc(Br)cc3)n12
 : 106	.	109	104	.	90	59	102
- Cn1c(=O)c2c(nc(Cc3ccccc3)n2C)n(C)c1=O
 : 101	106	118	.	120	111	113	106

(list continues)
compound	EKVX	MDA-MB-435	HOP-92	M14	RPMI-8226	A549/ATCC	CCRF-CEM	HOP-62
CCCCCCCCCCCCCCCCCCNC(=O)[C@H]1CSC(c2ccc(F)c(OC)c2)N1 (stereo partly drawn)	-58*	-93*	-5.8*	-91*	-49*	-13*	-37*	-98*
COc1cc(-c2nc(SCCC(C)C)nc(-n3ccnc3)c2C#N)cc(OC)c1OC	104	96	100	.	101	97	87	105
Cc1ccc(C(=O)NN2C(=O)CSC2c2ccccc2[N+](=O)[O-])cn1 (stereo not drawn)	95	104	82	107	120	89	89	93
O=C(Nc1ccc(Br)cc1)C1=NCCCCN1	86	75	102	82	94	90	84	75
CCn1c(O)c(C=Nc2ccccc2)s/c1=N/Nc1nc(-c2ccccc2)cs1	95	98	100	105	92	101	97	98
CNS(=O)(=O)Cc1ccc2[nH]cc(CCN(C)C)c2c1	109	101	94	102	.	107	98	117
CCCC1OC(CCc2ccccc2)OCC1CC (stereo not drawn)	109	113	97	103	96	96	110	111
CC(=O)N(CC#CCN(C(C)=O)c1ccccc1)c1ccccc1	94	111	80	101	101	103	101	99
O=C(CSc1oc(-c2ccccc2)nc1S(=O)(=O)c1ccc(Br)cc1)Nc1ccc(F)cc1	76	81	39	67	88	61	87	28
Cc1ccc(S(=O)(=O)/C(=C\c2ccc(Cl)cc2)C(=O)c2ccc(-c3ccccc3)cc2)cc1	.	103	102	106	105	110	104	105
Nc1c(C(=O)Nc2ccccn2)sc2nc3c(cc12)C(O)CCC3 (stereo not drawn)	42	-45*	51	21	2.2*	36	6.6*	26
Nc1cccc2cc(O)ccc12	78	105	98	109	90	118	106	94
Cc1ccc(OCC(O)CN2CCN(c3cccc(C)c3)CC2)cc1 (stereo not drawn)	107	111	84	93	104	107	98	114
CCOC(=O)C1=C(C)NC(=O)NC1c1c(Cl)n(Cc2ccccc2)c2ccccc12 (stereo not drawn)	84	26	40	92	73	91	41	92
C#CCSc1nnc(-c2ccncc2)o1	110	94	98	89	111	93	102	101
CC1CCCN1C1=Nn2c(nnc2-c2cc(C(F)(F)F)cc(C(F)(F)F)c2)SC1 (stereo not drawn)	60	89	66	98	76	68	78	90
COc1ccc(N2C(=O)NC(c3ccccc3)=CC2c2ccc(Cl)cc2)cc1 (stereo not drawn)	.	93	95	87	72	86	75	90
CCc1csc(=S)[nH]1 (tested in a mixture with another compound)	128	110	59	110	11	93	62	95
CC1=NN(c2nc(-c3ccco3)c(C#N)c(=O)n2C)C(=O)C1N=Nc1c(C)n(C)n(-c2ccccc2)c1=O (stereo not drawn)	111	124	107	108	118	121	.	103
O=c1cc[nH]c2c([N+](=O)[O-])ccc(NCCCN3CCN(CCCNc4ccc([N+](=O)[O-])c5[nH]ccc(=O)c45)CC3)c12	99	104	85	100	106	93	104	80
C[C@H]1C=C(Br)[C@]2(CCCO2)C12CCCCC2	95	99	103	97	.	100	100	103
OC1Cc2ccccc2C1Nc1cccc(C(F)(F)F)c1 (stereo not drawn)	113	111	96	102	101	104	97	97
COC(=O)C1(CC(=O)c2cc(Cl)ccc2Cl)NC(=S)NC(=O)C1C#N (stereo not drawn)	107	106	98	111	98	124	99	134
COc1cc(C2=Nc3c(N)ncnc3NC(c3sc(Cl)nc3Cl)C2)cc(OC)c1OC (stereo not drawn)	.	86	58	93	66	85	78	92
Nc1ncnc2c1c(C(F)(F)F)cn2[C@@H]1O[C@H](CO)[C@@H](O)[C@H]1O	3.6*	12	-13*	2.8*	-20*	11	5.8*	-4.3*
CCOc1ccc([N+](=O)[O-])cc1	113	108	84	112	112	100	110	.
CCC(=O)Oc1c(Br)cc(C(C)(C)C)cc1Br	101	100	100	102	105	99	105	113
O=C(NCc1ccc(Cl)cc1Cl)C1CCC(=O)N1C(=O)Nc1ccc(Cl)nc1 (stereo not drawn)	97	102	82	93	95	97	94	91
O=C1[C@@H]2Cc3c([nH]c4ccccc34)[C@H](c3ccc(Cl)cc3)N2C(=O)CN1C1CCN(CC2CCCCC2)CC1	82	102	84	102	86	92	91	79
O=C(CNc1ccccc1)Nn1c(COc2ccccc2)nc2ccccc2c1=O	105	48	99	106	94	104	97	102

(cont.)
compound	EKVX	MDA-MB-435	HOP-92	M14	RPMI-8226	A549/ATCC	CCRF-CEM	HOP-62
CC(C)(C)NC[C@H](O)c1ccc(O)c(CO)c1	107	105	.	98	.	103	.	92
CC1N=C(SCC(=O)c2ccc(Cl)cc2)N2C(C)N=C(SCC(=O)c3ccc(Cl)cc3)N12 (stereo not drawn)	.	99	102	115	102	97	99	114
COc1ccc(-c2nn(-c3ccccc3)cc2-c2nc3ccccc3s2)cc1	94	101	88	95	91	91	106	78
NS(=O)(=O)c1ccc(CCn2c(SCC(=O)N/N=C/c3ccc(O)cc3)nc3ccccc3c2=O)cc1	98	109	.	103	92	.	89	96
Cc1ccc(-c2csc(NC(=O)c3cc(-c4ccccc4)nc4ccc(Cl)cc34)n2)cc1	95	101	77	94	51	93	37	99
CSc1nc(N)c(C(=O)Nc2ccc([N+](=O)[O-])cc2)s1	100	90	89	92	55	91	77	113
Cc1nnc(N2CCN(c3ccccc3F)CC2)c2ccccc12	.	94	112	95	101	89	100	100
CC(=O)OCC(=O)[C@@]1(O)CC[C@H]2[C@@H]3C[C@H](F)C4=CC(=O)CC[C@]4(C)[C@H]3C(=O)C[C@@]21C	102	115	114	92	.	91	91	105
Oc1[nH]c2ccccc2c1N=NC(=S)N=Nc1c(O)[nH]c2ccccc12	77	105	93	89	94	107	101	93
c1ccc2c(c1)Nc1cc3ccccc3cc1O2	81	101	76	102	110	107	125	101
N#CCCCCCn1cc(C2=C(c3cn(CCCCCC#N)c4ccccc34)C(=O)NC2=O)c2ccccc21	86	105	142	125	87	86	73	118
CCOC(=O)C/C(=N\Nc1cc(=O)[nH]c2ccc(Cl)cc12)C(=O)OCC	105	102	87	96	57	100	-52*	101
Cc1cc(=O)[nH]c(SCC(=O)Nc2nc(-c3ccccc3)cs2)n1	95	112	80	99	104	112	109	108

Two compounds picked at random from the list so far, as already listed:
compound	EKVX	MDA-MB-435	HOP-92	M14	RPMI-8226	A549/ATCC	CCRF-CEM	HOP-62
Cc1nnc(N2CCN(c3ccccc3F)CC2)c2ccccc12	.	94	112	95	101	89	100	100
CSc1nc(N)c(C(=O)Nc2ccc([N+](=O)[O-])cc2)s1	100	90	89	92	55	91	77	113

Complete entries, looked up by structure. Order of values: EKVX, MDA-MB-435, HOP-92, M14, RPMI-8226, A549/ATCC, CCRF-CEM, HOP-62
CC1N=C(SCC(=O)c2ccc(Cl)cc2)N2C(C)N=C(SCC(=O)c3ccc(Cl)cc3)N12 (stereo not drawn) across the screens: ., 99, 102, 115, 102, 97, 99, 114
CCOC(=O)C/C(=N\Nc1cc(=O)[nH]c2ccc(Cl)cc12)C(=O)OCC across the screens: 105, 102, 87, 96, 57, 100, -52*, 101
Cc1nnc(N2CCN(c3ccccc3F)CC2)c2ccccc12 across the screens: ., 94, 112, 95, 101, 89, 100, 100
